Compound activity (PubChem)
GALK inh: galactokinase (human) inhibition | P51570 | Purified GALK, Kinase-Glo residual ATP luminescence | Potency, µM (titrated, usually from 57.5 µM), for the others: top-dose activity change, negative = inhibition, most hits filed as inhibitors | 0.007% of 270,000 active; further: potency means the concentration at half of the fitted maximal effect; on the % scale 0 is the no-effect control and ±100 the full control effect
Target sequence (P51570 whole entry, looked up): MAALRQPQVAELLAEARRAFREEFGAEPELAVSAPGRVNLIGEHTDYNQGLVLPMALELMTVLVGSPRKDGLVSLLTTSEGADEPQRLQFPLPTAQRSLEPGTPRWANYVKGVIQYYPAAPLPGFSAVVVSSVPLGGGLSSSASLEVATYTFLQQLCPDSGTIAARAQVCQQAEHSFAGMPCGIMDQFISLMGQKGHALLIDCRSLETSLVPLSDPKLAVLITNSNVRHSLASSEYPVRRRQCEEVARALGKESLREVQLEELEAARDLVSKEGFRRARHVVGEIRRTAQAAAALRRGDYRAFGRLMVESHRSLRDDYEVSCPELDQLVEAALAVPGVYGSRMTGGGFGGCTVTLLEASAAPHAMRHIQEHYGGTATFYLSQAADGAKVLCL
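GALK at 5 nM final was combined with compound, 35 uM ATP and 100 uM galactose in HEPES pH8.0 with MgCl2 and DTT. The reaction ran one hour at room temperature before luminescent ATP detection.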
CXXC DNA block: blocks binding of human MLL CXXC domain to DNA; Potency, µM (series often up to 115 µM), for the others: at the highest dose activity change, negative = inhibition, usual class: inhibitors; MLL-CXXC / FITC-HOXA9 DNA fluorescence polarization; Q03164; 0.037% of 290,000 active; AID 2662; active means well fitted inhibition curve with a large enough effect in the polarisation, with a control signal flat, not every such curve was filed as active; inconclusive means small, poorly fitted or top-dose-only effect, or effect the other way, or a change in a side signal; inactive means no such curve, though single readings can be large or run the other way; the % refers to the polarisation; further: potency means the concentration at half of the fitted maximal effect
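Steps: dispense CXXC domain solution (7 uM) → pin compounds or unlabeled HOX-A9 DNA control → 5 min ambient → add FLSN-HOX-A9 solution (50 nM) → spin → 30 min ambient → fluorescence polarization. Tris pH 7.5/NaCl/DTT/BSA buffer.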
MBNL1-CUG inh: MBNL1-poly(CUG) RNA binding inhibition. 0.036% of 280,000 active. AID 2675. Potency, µM (top dose mostly 57.5 µM), inactives show at the highest dose activity change, negative = inhibition, most hits filed as inhibitors. TR-FRET MBNL1-His/biotin-(CUG)12 binding, 665/545 ratio; active means well fitted inhibition curve with a large enough effect in the signal ratio, with a control signal flat, not every such curve was filed as active; inconclusive means small, poorly fitted or top-dose-only effect, or effect the other way, or a change in a side signal; inactive means no such curve, though single readings can be large or run the other way; the % refers to the signal ratio; further: potency means the concentration at half of the fitted maximal effect; on the % scale 0 is the no-effect control and ±100 the full control effect
Target sequence (Q9NR56 whole entry, looked up): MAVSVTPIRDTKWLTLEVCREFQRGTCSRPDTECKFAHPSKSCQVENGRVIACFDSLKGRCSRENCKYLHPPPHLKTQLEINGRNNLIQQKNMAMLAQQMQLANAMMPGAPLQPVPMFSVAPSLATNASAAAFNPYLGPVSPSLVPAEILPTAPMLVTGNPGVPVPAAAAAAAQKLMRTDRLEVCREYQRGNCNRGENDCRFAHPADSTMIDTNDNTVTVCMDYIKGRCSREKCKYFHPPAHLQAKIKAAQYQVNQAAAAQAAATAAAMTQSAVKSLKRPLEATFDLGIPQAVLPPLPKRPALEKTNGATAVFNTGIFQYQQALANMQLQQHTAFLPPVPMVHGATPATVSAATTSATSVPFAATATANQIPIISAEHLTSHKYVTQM
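His-tagged MBNL1 binding to biotinylated (CUG)12 RNA was measured by TR-FRET using terbium anti-His antibody (0.055 ng/ul final) and streptavidin-XL665 (5 nM final). Compounds were titrated 92 nM to 58 uM; 60 min at room temperature.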
hERG WT inh: blocks the wildtype human KCNH2 potassium channel | U2OS, BacMam KCNH2, thallium flux FluxOr; stronger effect = lower value | activity change, % at 1.84 µM | 0.37% of 340,000 active;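 active means maximum activity change below -70%; inconclusive means maximum activity change between -70% and -50%; inactive means maximum activity change above -50%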; further: on the % scale 0 is the no-effect control and ±100 the full control effect
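U2OS cells transduced with wild-type KCNH2 virus are loaded with FluxOr dye for 45 min, and thallium flux is measured in kinetic reads before and after stimulation buffer. Rate constants are normalized to DMSO controls.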
a7 integrin act: activates integrin-mediated alleviation for muscular dystrophy. alpha7betagal myoblasts, beta-gal FDG fluorescence, 48 h. 0.064% of 350,000 active. AID 624291. Potency, µM (highest dose often 38.3 µM), without a hit: top-dose activation, most hits filed as activators;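 further: potency means the concentration at half of the fitted maximal effect; 100% = response of the positive control SU9516; nearly all actives have a fitted effect of over 60% in size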
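Alpha7betagal+/- myoblasts (passage 13) were plated 16-24 hr, then exposed to compounds (1:260 dilution of DMSO stock) for 48 hours at 37C. After MPER lysis, β-galactosidase reporter activity was read as FDG fluorescence (ex 480/em 540) after 30 minutes.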
A-T KAP1 phos: potential ataxia-telangiectasia treatments restoring KAP-1 phosphorylation | 0.19% of 320,000 active | AID 485349 | Potency, µM (top dose mostly 57.5 µM), for the others: top-dose activation, most hits filed as activators | […] A-T fibroblasts, KAP-1 phosphorylation AlphaLISA; neocarzinostatin DNA damage 30 min before lysis; further: potency means the concentration at half of the fitted maximal effect; % of control where 0% means no effect; nearly all actives have a fitted effect of over 45% in size
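ATM-like activity read as KAP-1 phosphorylation via AlphaLISA donor/acceptor antibody pairs after lysis and 6 hr at 25C. Cells were ATM-null patient fibroblasts ([…], hTERT), dosed 60 min, then exposed to the DSB inducer NCS for 30 min.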
KCNH2 3.1 inh: KCNH2 3.1 (human) potassium channel inhibition; U2OS KCNH2 3.1, thallium flux FluxOr; stronger effect = lower value; activity change, % (tested at about 1.8 µM); 0.95% of 340,000 active;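 active means maximum activity change below -70%; inconclusive means maximum activity change from -70% to -50%; inactive means maximum activity change above -50%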;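 further: thallium influx rate constant from kinetic fluorescence after stimulation buffer; on the % scale 0 is the no-effect control and ±100 the full control effect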
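Normalized rate constant (relative to positive and negative DMSO controls) derived from a 2 min kinetic fluorescence read after stimulation; U2OS cells expressing the 3.1 isoform via virus at 1.77 x 10^8 /mL.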
ASM inhibitor: human S-ASM enzyme inhibition. placental ASM, HMU-PC fluorogenic substrate, 60 min. Potency, µM (doses to about 57.5 µM), inactives show at the top dose activity change, negative = inhibition, usual class: inhibitors. 0.006% of 340,000 active; further: potency means the concentration at half of the fitted maximal effect
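HMU-PC0 cleavage (9 uM final) by human placental ASM, 60 min at 37 °C following 10 min compound exposure at RT; stopped at pH 10, fluorescence Ex 386/Em 447 nm.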
TRPV1 agonist: activates the human vanilloid receptor TRPV1; activation, % at 8.33 µM; Q8NER1; TRPV1-expressing cells, Fluo-8 calcium influx, agonist mode; 0.19% of 320,000 active; in the data active means activation above about 80%; inconclusive means between about 30% and that limit; further: 0% is about no effect
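Cells expressing TRPV1 were dye-loaded with Fluo-8 and read kinetically: 10 s baseline, 3 min after compound (agonist portion), then 2 min after EC20 capsaicin (allosteric enhancer portion). Calcium-bound dye fluorescence at 480/520 nm.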
Coupling enz: inhibits coupling enzyme system, counter-screen for aldolase hits. coupling enzyme system counterscreen, AmpLite Red fluorescence. AID 2472. 0.67% of 290,000 active. activity change, negative = inhibition, % at 58.2 µM, hits read low; in the data active means activity change below about -30%; further: on the % scale 0 is the no-effect control and ±100 the full control effect
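Final compound at 57.5 uM, incubated 10 min at RT with coupling enzyme reagent (glyceraldehyde-3-phosphate), then 20 min with substrate and AmpLite Red detection. Fluorescence read at 525/598 nm; tests interference with the coupling assay, not aldolase inhibition.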
* hit, by the source's call; i = inactive; ? = inconclusive; · = no result given; [ ] = remark or other dose. Unless noted, the call rests on the fitted dose curve; in most records, active means well fitted curve in the direction sought with a large enough effect; inconclusive means small, poorly fitted or top-dose-only effect, or another doubt; inactive means no such curve, though single readings can be large; an effect the other way counts as inactive or inconclusive. This is a random part of the collection; 2% or so of the library scored in one or more.

SMILES	GALK inh	CXXC DNA block	MBNL1-CUG inh	hERG WT inh	a7 integrin act	A-T KAP1 phos	KCNH2 3.1 inh	ASM inhibitor	TRPV1 agonist	Coupling enz
CCn1cc(Cl)c(C(=O)N2N=C(c3ccc4ccccc4c3)CC2c2ccccc2O)n1 (stereo not drawn)	-5%	4%	?	-5	-23%	33%	0	-30%	-5	-5
COc1ccc(C2/C=C\CC(NS(=O)(=O)c3ccc(C)cc3)CC(=O)N2Cc2ccccc2F)cc1 (stereo not drawn)	·	·	·	4	13%	9%	3	-17%	·	·
Brc1cccc(CNCc2ccncc2)c1	0%	-5%	-5%	-2	-13%	10%	-20	4%	2	2
O=C(NC1CCSc2ccccc21)c1cc(S(=O)(=O)N2CCOCC2)ccc1F (stereo not drawn)	-3%	2%	0%	-14	-24%	-8%	2	-3%	7	·
CCOCCCNC(=O)C(c1ccccc1)N(Cc1ccc2c(c1)OCO2)C(=O)c1ccccc1O (stereo not drawn)	4%	7%	-3%	-5	-26%	0%	3	-1%	6	2
O=Cc1c(-c2ccc(F)cc2)nc2ccccn12	2%	-10%	·	3	0%	-1%	3	2%	-1	1
N#CC1=C2Sc3ccccc3N2CCCC1=O	0%	6%	-8%	-5	-6%	8%	9	4%	-1	12
Cc1ccc(S(=O)(=O)N/N=C/c2ccc(O)c(O)c2)cc1[N+](=O)[O-]	-1%	5%	16%	2	-34%[inhibitor]	-6%	-9	-4%	2	-7
Brc1ccc(-c2noc(CCc3ccccc3)n2)o1	2%	-2%	-8%	5	-2%	6%	-5	4%	·	0
COc1ccc2c(-c3ccccc3)cc(SCC(N)=O)nc2c1	0%	-17%	51%[activator]	-1	-1%	-27%	3	0%	?	2
CCCNC(=O)NC(=O)CSc1nc2cc(C(=O)OC)ccc2c(=O)n1-c1ccccc1	-2%	15%	3%	-3	7%	0%	-8	-4%	-1	-1
Cc1noc(C)c1S(=O)(=O)Nc1cc(C(F)(F)F)ccc1N1CCOCC1	3%	3%	-15%	6	2%	5%	25	-6%	11	9
CCOC(=O)c1cccc(NC(=O)c2cc3ccccc3o2)c1	-7%	7%	-3%	-5	0%	1%	7	-11%	?	-4
CC1CCCCN1C(=O)CSc1nnc(-c2cccnc2)o1 (stereo not drawn)	1%	1%	-4%	5	-19%	-9%	17	4%	0	3
CC(=O)c1ccc2c3c(cccc13)CC2	-2%	-2%	16%	-12	9%	5%	10	3%	0	1
O=C(OCC(=O)N1CCc2ccccc21)[C@@H]1CCCN1S(=O)(=O)c1ccccc1F	·	·	·	7	?	3%	4	-1%	1	·
O=C(Oc1ccc(-c2cnc3ccccc3n2)cc1)c1cc([N+](=O)[O-])ccc1Cl	0%	7%	6%	-7	0%	·	6	1%	1	1
COc1ccc([N+](=O)[O-])cc1N/C(=N/S(=O)(=O)c1ccccc1)c1ccccc1	-1%	-16%	?	10	-9%	-4%	7	-1%	-4	-2
Cn1cnnc1Sc1ccc(CN2CCN(C3CCCC3)C(CCO)C2)o1 (stereo not drawn)	2%	-28%	-6%	-5	19%	2%	2	0%	-2	-4
Cc1[nH]n(-c2ccc(Br)cc2)c(=O)c1C=Nc1ccc(S(=O)(=O)Nc2nccs2)cc1	-5%	0%	?	14	1%	20%	-10	?	-2	-1
CCC(C)Cn1cnc2c(SCc3ccccn3)nc(N)nc21 (stereo not drawn)	·	·	·	12	-40%	·	8	-4%	·	·
COc1ccc(NC(=O)Cn2c(-c3ccc(OC)cc3)cn(-c3ccc(C)cc3)c2=O)cc1	-4%	30%	2%	-1	29%	-7%	3	-11%	21	0
CC(OC(=O)Cc1n[nH]c(=O)c2ccccc12)C(=O)Nc1ccc(F)cc1Cl (stereo not drawn)	·	·	·	4	10%	-2%	14	-1%	-1	·
Cc1noc(C)c1CSc1nnc(-c2ccccc2F)n1CCc1ccccc1	6%	-5%	-1%	6	-4%	8%	-3	2%	22	-1
CN1CC(=O)N(CC(=O)Nc2cccc(S(=O)(=O)N3CCOCC3)c2)C1=O	0%	7%	-12%	1	13%	1%	-16	4%	13	-1
c1ccc(-c2ccccc2OCCCCN2CCCCC2)cc1	0%	?	?	15	?	-4%	-12	2%	-3	-3
Cc1[nH]c2ccc(C(=O)N3CCN(Cc4ccccc4)CC3)cc2c1C	1%	11%	-1%	-2	-24%	11%	1	-2%	-1	1
Cc1nnsc1-c1c(C(=O)N2CCOCC2)c(C)nn1-c1ccc(Cl)cc1	-4%	-4%	·	-4	21%	0%	0	1%	1	4
CCn1c(C(=O)N2CCCC(C(=O)O)C2)cc2sccc21 (stereo not drawn)	2%	5%	-3%	6	20%	-3%	-11	7%	0	2
CN(c1ccc(C(=O)N2CCN(c3ccc(F)cc3)CC2)cc1)S(C)(=O)=O	-4%	10%	6%	3	4%	7%	4	-3%	1	4
CCOc1ccc(C2C(C#N)=C(N)N(c3sc4c(c3C#N)CCCC4)C3=C2C(=O)CCC3)cc1 (stereo not drawn)	-1%	-13%	-1%	-9	-29%	2%	-13	-3%	-2	-6
COc1cccc(CNC(=O)CCCC(=O)NC(C)CCc2ccccc2)c1 (stereo not drawn)	4%	-2%	-1%	-9	-34%	1%	3	5%	21	-1
COc1ccc(C(=O)Nc2ccc(C3(C#N)CCCC3)cc2)cc1OC	-3%	1%	-2%	0	-20%	2%	2	-6%	28	-1
CCOC(=O)C1CCN(C(=S)NC2CCCC2)CC1	0%	-4%	2%	i	16%	-3%	11	4%	6	0
CC(C)CCNC(=S)Nc1ccc(Br)cc1	·	17%	0%	-6	-23%	15%	-21	0%	?	1
Cc1cc(C)c(OCC(=O)Nc2ccc(S(=O)(=O)N3CCCC3)cc2)c(C)c1	·	·	·	14	-3%	-2%	-9	-11%	-3	·
c1ccc(OCCCc2nc(-c3ccncc3)no2)cc1	-3%	3%	-2%	39	4%	8%	-2	-1%	0	-1
CCN1CCN(c2c(Cl)cccc2NC(=O)c2cc3ccccc3o2)CC1	·	·	·	8	8%	·	-7	5%	·	·
O=S(=O)(NCCc1ccc(Cl)cc1)c1cccc2cccnc12	9%	?	4%	-9	0%	0%	0	-5%	1	2
CCC1SC(CC)C(=O)N(CC(=O)Nc2ccc3c(c2)OCO3)C1=O (stereo not drawn)	-3%	-11%	-6%	-16	12%	-8%	-1	-2%	25	0

Part of the list above in order of formula weight, highest first.
SMILES	GALK inh	CXXC DNA block	MBNL1-CUG inh	hERG WT inh	a7 integrin act	A-T KAP1 phos	KCNH2 3.1 inh	ASM inhibitor	TRPV1 agonist	Coupling enz
COc1ccc(NC(=O)Cn2c(-c3ccc(OC)cc3)cn(-c3ccc(C)cc3)c2=O)cc1	-4%	30%	2%	-1	29%	-7%	3	-11%	21	0
CCC(C)Cn1cnc2c(SCc3ccccn3)nc(N)nc21 (stereo not drawn)	·	·	·	12	-40%	·	8	-4%	·	·
CC(C)CCNC(=S)Nc1ccc(Br)cc1	·	17%	0%	-6	-23%	15%	-21	0%	?	1

Additional structures.
SMILES	GALK inh	CXXC DNA block	MBNL1-CUG inh	hERG WT inh	a7 integrin act	A-T KAP1 phos	KCNH2 3.1 inh	ASM inhibitor	TRPV1 agonist	Coupling enz
CCC(C)(C)NC(=O)C(c1ccccn1)N(C(=O)c1csnn1)c1ccc(C)cc1 (stereo not drawn)	-2%	4%	13%	-8	19%	2%[11.5 µM]	10	-2%	5	2
CCN(c1cccc(C)c1)S(=O)(=O)c1ccc2c(c1)NC(=O)CCS2	3%	2%	3%	-10	35%	2%	-1	3%	23	1
COc1ccc([C@H]2CC(=O)C=C(c3cc(Br)ccc3OC)C2)cc1	·	·	·	-6	-6%	19%	5	-3%	·	·
CCc1nc(SCc2ccc(F)cc2)n[nH]1	3%	-2%	-12%	-2	16%	2%	-25	5%	-1	-16
O=C(CSc1nn(-c2ccc(F)cc2)c(=S)s1)NC1CCS(=O)(=O)C1 (stereo not drawn)	9%	-6%	-3%	-5	-17%	1%	-29	0%	-2	3
COC(=O)c1[nH]c2ccc(Br)cc2c1NC(=O)Oc1ccccc1	·	15%	?	-3	9%	-2%	5	67%[activator]	-1	2
O=C(CSc1ccc(F)cc1)NNC(=O)c1ccccc1Br	0%	45%[activator]	-12%	3	-13%	-7%	6	4%	-2	5
C=CCN1C(c2ccccc2)=CS/C1=C(\C#N)c1nnc2n1CCCCC2	0%	-10%	?	-2	-30%	-12%	-17	-1%	-1	-1
Oc1ccc(-c2nnc(-c3ccccc3)c(-c3ccccc3)n2)cc1	1%	0%	7%	·	·	1%	·	·	22	8
CC1(C)Cc2c(c(-c3ccco3)nc3n[nH]c(N)c23)CO1	-1%	1%	?	1	-1%	3%	-2	-3%	-2	2
O=C1Nc2ccccc2C1=Nc1ccc(S(=O)(=O)Nc2nccs2)cc1	-1%	13%	?	-4	9%	1%	11	-3%	1	-2
O=C(NCCc1cccs1)C1CC1	-1%	1%	·	1	-4%	-2%	7	-3%	1	0
